Bioassay records: PubChem BioAssay, National Center for Advancing Translational Sciences (NCATS)
Tau fluor cs = Counterscreen qHTS for Inhibitors of Tau Fibril Formation, Fluorescence Polarization. 280,000 tested, 0.93% active. AID 1463, 2008. Potency, µM (top dose mostly 57.7 µM), inactives show top-dose activity change, negative = decrease. tau K18 P301L Alexa594 fluorescence, heparin fibrillization; further: on the % scale 0 is the no-effect control and ±100 the full control effect; nearly all actives have a fitted effect of over 55% in size
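Human K18 P301L tau (15 uM unlabeled plus 0.24 uM Alexa 594-labeled, final) in 100 mM sodium acetate pH 7 was mixed with compound and 20 uM heparin and incubated 6 hr at 37 C.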
GAA spleen mod = qHTS Assay for Inhibitors and Activators of Human alpha-Glucosidase From Spleen Homogenate | Lysosomal alpha-glucosidase (Homo sapiens), P10253 | human spleen homogenate, 4-MU-alpha-glucoside fluorescence | AID 2112, 2009 | 240,000 tested, 0.006% active | Potency, µM (series often up to 79.9 µM), for inactives: at the top dose activity change, negative = inhibition, actives largely listed as inhibitors;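 further: 0% = enzyme with vehicle and -100% = no enzyme basal signal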
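Compounds were titrated against alpha-glucosidase in spleen homogenate at pH 5.0, with 1 mM 4-methylumbelliferyl substrate for 40 min at 37 C. Reactions were quenched with pH 10 NaOH/glycine and fluorescence measured.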
GAA inhib = qHTS Assay for Inhibitors of Human alpha-Glucosidase as a Potential Chaperone Treatment of Pompe Disease; 200,000 tested, 0.005% active; Potency, µM (series often up to 76.9 µM), for the others: top-dose activity change, negative = inhibition, hits mostly inhibitors; Lysosomal alpha-glucosidase (Homo sapiens), P10253; AID 1466, 2008; purified human GAA, 4-MU-alpha-glucoside fluorescence;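 further: plate controls were uninhibited enzyme wells for no effect and no-enzyme background for full effect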
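Human enzyme at 4 nM with 400 uM 4-methylumbelliferyl-alpha-D-pyranoside, citrate/phosphate buffer pH 5.0, 0.005% Tween-20, 20 min at room temperature. Compounds up to 77 uM. 4-MU fluorescence (Ex 365/Em 440) read after NaOH/glycine stop; AC50 from Hill fit.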
aGal spleen mod = qHTS Assay for Inhibitors and Activators of Human alpha-Galactosidase From Spleen Homogenate | AID 2107, 2009 | Potency, µM (highest dose often 80 µM), for inactives: top-dose activity change, negative = inhibition, most hits filed as inhibitors | human spleen homogenate, 4MU-alpha-Gal fluorescence, 40 min | 240,000 tested, 0.008% active | Alpha-galactosidase A (Homo sapiens), P06280;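 further: 0% = enzyme with vehicle and -100% = no enzyme basal signal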
Target sequence (P06280 32-429 limits assumed): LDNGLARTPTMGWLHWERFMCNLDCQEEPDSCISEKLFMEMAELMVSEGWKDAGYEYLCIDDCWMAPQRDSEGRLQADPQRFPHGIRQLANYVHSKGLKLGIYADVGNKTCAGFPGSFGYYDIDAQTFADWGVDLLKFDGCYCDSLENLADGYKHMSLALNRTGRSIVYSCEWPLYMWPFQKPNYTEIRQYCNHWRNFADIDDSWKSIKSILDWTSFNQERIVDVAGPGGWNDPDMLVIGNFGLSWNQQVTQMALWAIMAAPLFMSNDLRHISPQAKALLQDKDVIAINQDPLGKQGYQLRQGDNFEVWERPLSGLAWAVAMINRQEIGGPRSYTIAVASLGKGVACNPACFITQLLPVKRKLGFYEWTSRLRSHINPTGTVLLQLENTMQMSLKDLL
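Human spleen homogenate (1 ug) as enzyme source, 4-methylumbelliferyl-alpha-D-galactopyranoside 1 mM final, citrate/phosphate pH 5.0 with 0.01% Tween-20. Compounds 40 min at 37C, NaOH/glycine stop; fluorescence Ex 365/Em 440, Hill-fit AC50.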
Tau ThT inhib = qHTS for Inhibitors of Tau Fibril Formation, Thioflavin T Binding; Microtubule-associated protein tau (Homo sapiens), P10636; recombinant tau K18 P301L, heparin-induced fibrillization, ThT fluorescence; Potency, µM (titrated, usually from 57.4 µM), for inactives: at the top dose activity, negative = inhibition, most hits filed as inhibitors; 270,000 tested, 2.1% active; AID 1460, 2008; further: on the % scale 0 is the no-effect control and ±100 the full control effect; nearly all actives have a fitted effect of over 55% in size
Target sequence (P10636 561-689 P618L limits assumed): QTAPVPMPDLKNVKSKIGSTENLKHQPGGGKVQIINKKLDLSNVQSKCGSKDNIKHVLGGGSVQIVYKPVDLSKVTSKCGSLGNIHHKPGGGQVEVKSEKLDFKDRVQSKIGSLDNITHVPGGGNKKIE
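ThT emission at 510 nm, taken 1 hr after adding 30 uM dye, quantifies aggregates formed when 20 uM heparin acts on human tau K18 P301L for 6 hr at 37 C.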
HTT cytoprotect = qHTS Multiplex Assay to Identify Dual Action Probes in a Cell Model of Huntington: Cytoprotection (ATP); PC12 HTT-Q103 induced, cytoprotection, ATP luminescence, 40 h; Potency, µM (titrated, usually from 56.4 µM), without a hit: cytoprotection (ATP increase), actives largely listed as activators; 230,000 tested, 0.14% active; AID 1471, 2008;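 further: % of control where 0% means no effect; nearly all actives have a fitted effect of over 45% in size; toxic huntingtin expression switched on by the ecdysone agonist tebufenozide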
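Compounds added alongside 100 nM tebufenozide, which induces toxic Q103 huntingtin exon 1-GFP in stable PC12 cells; surviving cells quantified by luminescent ATP measurement. Medium: phenol red-free DMEM, 5% equine and 5% calf serum.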
Tau fibril FP = qHTS for Inhibitors of Tau Fibril Formation, Fluorescence Polarization; Microtubule-associated protein tau (Homo sapiens), P10636; K18 P301L tau heparin fibrillization, Alexa594 FP, 6 h; Potency, µM (highest dose often 57.7 µM), for inactives: at the top dose activity, negative = inhibition, hits mostly inhibitors; 280,000 tested, 0.39% active; further: on the % scale 0 is the no-effect control and ±100 the full control effect; nearly all actives have a fitted effect of over 55% in size
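Human tau K18 […] P301L fragment, 15 uM unlabeled plus 0.24 uM Alexa 594-labeled tau (final), with compound and 20 uM heparin in 100 mM sodium acetate pH 7; 6 hr at 37 C, then Alexa 594 FP read.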
GAA glycogen = qHTS Assay for Inhibitors and Activators of Human alpha-Glucosidase Cleavage of Glycogen; Lysosomal alpha-glucosidase (Homo sapiens), P10253; recombinant GAA, glycogen substrate, Amplex Red glucose oxidase fluorescence; Potency, µM (highest dose often 76.4 µM), for inactives: at the top dose activity change, negative = inhibition, usual class: inhibitors; 300,000 tested, 0.38% active; AID 2100, 2009;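 further: 0% = full enzyme reaction and -100% = no-enzyme basal signal; the screen sought inhibitors and activators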
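qHTS, 1536-well; enzyme 4 nM final; cpd up to 77 uM; substrate bovine liver glycogen 30 ug; 50 mM citrate/phosphate pH 5.0, 0.01% Tween-20; 37 C, 40 min; Amplex Red detection 45 min RT; Hill fit → AC50.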
Numbers without * were called inactive; u = inconclusive; x = not tested or not shown; [ ] = another dose, or the depositor's remark. The call rests on the fitted dose curve; in most records, active means well fitted curve in the direction sought with a large enough effect; inconclusive means small, poorly fitted or top-dose-only effect, or another doubt; inactive means no such curve, though single readings can be large; an effect the other way counts as inactive or inconclusive. Potency means the concentration at half of the fitted maximal effect.

SMILES	Tau fluor cs	GAA spleen mod	GAA inhib	aGal spleen mod	Tau ThT inhib	HTT cytoprotect	Tau fibril FP	GAA glycogen
O=[N+]([O-])c1ccc(Cl)c2cccnc12	-7%	x	-9%	-4%	-5%	-12%	-8%	6%
CCc1ccc2occ(CC(=O)Nc3c(C(=O)c4ccc(F)cc4)oc4ccccc34)c2c1	-24%	x	x	x	-5%	x	u	10%[76.3 µM]
COc1ccc(Cl)cc1NC(=O)N1CCC(CN2CCc3ccccc3C2)CC1	-4%	x	x	x	-5%	x	-11%	-2%[76.3 µM]
C/C(CC(=O)Nc1ccc(Cl)cc1)=N\NC(=O)C(=O)NCCO	-4%	0%	7%	-1%	-8%	9%[10 µM]	-10%	0%
COc1ccc(CCn2ccc(O)c(Cc3ccc(Cl)cc3)c2=O)cc1OC	-16%	-10%	2%	6%	-8%	-46%[inhibitor]	-3%	-15%
Cc1occc1C(=O)Nc1nnc(-c2cccs2)s1	3%	3%	u	5%	-7%	-15%[10 µM]	7%	-12%
O=C(CSc1nc(-c2ccccc2)cc(=O)[nH]1)N1CCc2ccccc21	4%	2%	-1%	5%	-5%	-17%	1%	4%
Cc1cc(NC(=O)c2ccccc2Cl)n(C(C)(C)C)n1	-2%	0%	-1%	5%	3%	16%[10 µM]	5%	5%
CC(=O)N1Cc2cc(N)ccc2Oc2ccccc21	-2%	5%	-7%	1%	-13%	-28%	9%	0%
O=C(CCn1c(=S)[nH]c2ccccc2c1=O)NCCc1ccccc1	4%	-1%	4%	0%	3%	-22%	-16%	7%
CC1CCN(C(=S)NC(=O)c2ccccc2)CC1	-10%	2%	-7%	3%	-10%	-28%	1%	0%
COc1cc(C)c(C(C)C)cc1S(=O)(=O)n1cnc(C)c1	1%	-1%	-3%	-1%	-6%	-20%	5%	-3%
COc1ccc(CCNC(=O)CN(c2ccc(OC)c(OC)c2)S(C)(=O)=O)cc1OC	2%	-1%	u	4%	-4%	-6%[10 µM]	2%	1%
O=C1C2CC=C(Cl)CC2C(=O)N1CCCCCCN1C(=O)C2CC=C(Cl)CC2C1=O (stereo not drawn)	-10%	-12%	-6%	-18%	-14%	-11%	3%	-7%
COc1ccc(OC)c(C(=O)Cn2nnc3ccccc3c2=O)c1	-2%	7%	1%	4%	-1%	-5%[10 µM]	-3%	6%
O=c1c(S(=O)(=O)c2cccc(Cl)c2)cn(Cc2ccccc2)c2cc(N3CCCCC3)c(F)cc12	5%	x	x	x	5%	x	-5%	3%[76.3 µM]
O=C(N/N=C/c1cccnc1)C12CC3CC(CC(C3)C1)C2	1%	-1%	-1%	-5%	-6%	-50%[inhibitor]	7%	3%
Cc1ccc(C(=O)NCC(=O)OCC(=O)c2c(N)n(C)c(=O)n(C)c2=O)s1	-1%	2%	-8%	-1%	-5%	15%[10 µM]	6%	-3%
Cc1ccc(S(=O)(=O)CC(=O)N2CCCC2)cc1	3%	-5%	-7%	-4%	-1%	-4%[0.074 µM]	5%	-4%
O=C(CSc1nc2ccc(Cl)cc2[nH]1)NCc1ccco1	-11%	4%	-12%	8%	u	-6%[10 µM]	-18%	-18%
Cc1cccc(/N=C/c2c(O)n(Cc3ccc4c(c3)OCO4)c(=O)c3ccccc23)n1	-17%	3%	6%	3%	-5%	-21%	2%	3%
CCCN(CCC)CC(O)COc1ccc2c(c1)OCO2 (stereo not drawn)	-7%	-5%	-1%	0%	-7%	10%	3%	-5%
O=C(NCC(=O)N(CCN1CCOCC1)C(C(=O)NC1CCCC1)c1cccnc1)c1cccs1 (stereo not drawn)	-3%	-8%	-4%	-16%	0%	5%[10 µM]	0%	5%
COC(=O)C(N)Cc1ccc(O)c(O)c1 (stereo not drawn)	-13%	-11%	-3%	-4%	u	-53%[inhibitor]	1%	3.1µM*

Full records from above:
`Cc1ccc(C(=O)NCC(=O)OCC(=O)c2c(N)n(C)c(=O)n(C)c2=O)s1` is entered as Tau fluor cs = -1%; GAA spleen mod = 2%; GAA inhib = -8%; aGal spleen mod = -1%; Tau ThT inhib = -5%; HTT cytoprotect = 15%[10 µM]; Tau fibril FP = 6%; GAA glycogen = -3%
`O=C(N/N=C/c1cccnc1)C12CC3CC(CC(C3)C1)C2` is entered as Tau fluor cs = 1%; GAA spleen mod = -1%; GAA inhib = -1%; aGal spleen mod = -5%; Tau ThT inhib = -6%; HTT cytoprotect = -50%[inhibitor]; Tau fibril FP = 7%; GAA glycogen = 3%

Already shown: an excerpt of the list.
SMILES	Tau fluor cs	GAA spleen mod	GAA inhib	aGal spleen mod	Tau ThT inhib	HTT cytoprotect	Tau fibril FP	GAA glycogen
COc1ccc(CCNC(=O)CN(c2ccc(OC)c(OC)c2)S(C)(=O)=O)cc1OC	2%	-1%	u	4%	-4%	-6%[10 µM]	2%	1%
O=C1C2CC=C(Cl)CC2C(=O)N1CCCCCCN1C(=O)C2CC=C(Cl)CC2C1=O (stereo not drawn)	-10%	-12%	-6%	-18%	-14%	-11%	3%	-7%
COc1ccc(OC)c(C(=O)Cn2nnc3ccccc3c2=O)c1	-2%	7%	1%	4%	-1%	-5%[10 µM]	-3%	6%
O=c1c(S(=O)(=O)c2cccc(Cl)c2)cn(Cc2ccccc2)c2cc(N3CCCCC3)c(F)cc12	5%	x	x	x	5%	x	-5%	3%[76.3 µM]

Some of the entries so far, bar-delimited:
molecule | Tau fluor cs | GAA spleen mod | GAA inhib | aGal spleen mod | Tau ThT inhib | HTT cytoprotect | Tau fibril FP | GAA glycogen
CC1CCN(C(=S)NC(=O)c2ccccc2)CC1 | -10% | 2% | -7% | 3% | -10% | -28% | 1% | 0%
COC(=O)C(N)Cc1ccc(O)c(O)c1 (stereo not drawn) | -13% | -11% | -3% | -4% | u | -53%[inhibitor] | 1% | 3.1µM*
O=C(N/N=C/c1cccnc1)C12CC3CC(CC(C3)C1)C2 | 1% | -1% | -1% | -5% | -6% | -50%[inhibitor] | 7% | 3%
O=C(CSc1nc(-c2ccccc2)cc(=O)[nH]1)N1CCc2ccccc21 | 4% | 2% | -1% | 5% | -5% | -17% | 1% | 4%

Carrying on:
SMILES	Tau fluor cs	GAA spleen mod	GAA inhib	aGal spleen mod	Tau ThT inhib	HTT cytoprotect	Tau fibril FP	GAA glycogen
CCOC(=O)c1csc(-c2sccc2Br)n1	-12%	1%	8%	3%	u	26%[10 µM]	-10%	-6%
CCCCN(CC)Cc1ccc(CNC(=S)Nc2ccc(C)cc2Cl)o1	-2%	0%	-7%	1%	-4%	-58%[inhibitor]	-2%	u
CC(C)COc1ccc(C(=O)N2CCN(CCc3ccccn3)CC2)cc1	-2%	x	x	x	3%	x	8%	-5%[76.3 µM]
O=C(CSc1nnc(SCc2ccc(Cl)cc2)s1)N1CCOCC1	9%	-2%	-4%	-6%	6%	12%	2%	-6%
NC1=NC(=O)C2(COC(c3cccnc3)OC2)S1 (stereo not drawn)	2%	3%	-4%	2%	0%	-6%	4%	4%
COc1ccccc1CNC(=O)C1CC2Cn3c(nc4ccccc43)C2N1C (stereo not drawn)	5%	3%	x	-1%	-2%	0%[10 µM]	0%	4%
COC(=O)c1ccc(OCC(O)CN2CCC(C)CC2)cc1 (stereo not drawn)	-10%	3%	0%	-1%	-16%	3%	-9%	5%
CC(NS(=O)(=O)c1ccc2c(c1)OCCO2)c1ccccc1 (stereo not drawn)	-1%	9%	u	1%	3%	-11%	5%	0%
Cc1ccc(C(C)C)c(OCc2ccc(C(=O)N/N=C/c3ccc(C(=O)O)cc3)cc2)c1	-19%	-1%	x	-15%	-10%	-13%[10 µM]	0%	3%
COC(=O)CC(=O)CSc1nc2c(cc1C#N)CCC2	-5%	-7%	-5%	3%	u	-22%	9%	-4%
CCOC(=O)c1nnn(-c2nonc2-n2cccc2)c1CN1CCCCC1	-16%	-6%	-3%	-2%	-23%	-20%	4%	-11%
Cc1cccc(NC(=O)CNC(=O)COc2ccc(-c3ccc(C#N)cc3)cc2)c1C	6%	0%	-4%	0%	9%	9%[10 µM]	5%	4%
CCOC(=O)N(NC(=O)C(O)(c1ccccc1)c1ccccc1)c1ccccc1	-1%	5%	-3%	7%	-6%	13%[1.9 µM]	10%	-2%
O=C(/C=C/c1ccc2c(c1)OCO2)Nc1c(C(=O)O)[nH]c2ccccc12	-29%	-15%	-2%	-6%	13µM*	-37%[10 µM]	10%	-2%
NC(=O)COc1ccc(Cc2ncc(C(F)(F)F)cc2Cl)cc1	-2%	8%	3%	5%	1%	20%	-7%	-16%
CCN(CC)S(=O)(=O)c1ccc(N2CCN(c3cccc(OC)c3)CC2)c([N+](=O)[O-])c1	-25%	-1%	-1%	-5%	-17%	7%[10 µM]	13%	-4%
O=C(CSc1nnc(Cc2ccccc2)n1Cc1ccccc1)NCc1ccco1	-1%	-3%	1%	2%	-4%	2%[10 µM]	4%	4%
CCOc1ccc(NC(=S)N/N=C(\C)Cc2ccc(OC)cc2)cc1	2%	4%	4%	10%	5%	u	2%	-8%
Cc1cccc(C(=O)NNC(=O)c2ccccc2C)c1	4%	-1%	7%	7%	-4%	x	-2%	-1%
COc1ccc(C(CNC(=O)c2ccc(S(=O)(=O)N(C)C)cc2)N2CCCC2)cc1 (stereo not drawn)	1%	-8%	0%	-9%	-5%	-4%	12%	6%
CCC(C)[C@H](NC(=O)NCc1ccco1)C(=O)O (stereo partly drawn)	7%	4%	-6%	9%	3%	8%	9%	-2%
